HP1b binding inh – HTS for Inhibitors of HP1-beta Chromodomain Interactions with Methylated Histone Tails. AlphaScreen HP1-beta / biotin-H3K9me3 peptide binding. Potency, µM (highest dose often 114 µM), for the others: top-dose activity change, negative = inhibition, actives largely listed as inhibitors. 0.56% of 390,000 active. AID 540317, 2011; note: potency is the fitted concentration of half-maximal effect; nearly all actives have a fitted effect of over 70% in size; inactives centre near 23
Target sequence (P83916 whole entry, looked up): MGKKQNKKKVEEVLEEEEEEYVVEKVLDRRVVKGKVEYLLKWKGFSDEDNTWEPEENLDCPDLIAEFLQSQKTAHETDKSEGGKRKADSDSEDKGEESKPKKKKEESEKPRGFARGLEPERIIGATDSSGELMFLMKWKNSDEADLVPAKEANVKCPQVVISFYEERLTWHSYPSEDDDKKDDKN
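AlphaScreen: HP1-beta (50 nM) preformed 30 min with biotin-H3(1-18)K9me3 peptide (50 nM) in PBS pH 7.4, 0.01% Tween-20. Compound added for 30 min at RT, then streptavidin donor/nickel chelate acceptor beads (10 ug/mL) for 30 min.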
GLS inh – qHTS for Inhibitors of Glutaminase (GLS). Potency, µM (top dose mostly 45.5 µM), inactives show top-dose activity change, negative = inhibition, hits mostly inhibitors. 0.21% of 410,000 active. GLS enzymatic activity, qHTS titration; note: potency is the fitted concentration of half-maximal effect; % is set by controls: 0 for no effect and ±100 for the full control effect
Target sequence (O94925 whole entry, looked up): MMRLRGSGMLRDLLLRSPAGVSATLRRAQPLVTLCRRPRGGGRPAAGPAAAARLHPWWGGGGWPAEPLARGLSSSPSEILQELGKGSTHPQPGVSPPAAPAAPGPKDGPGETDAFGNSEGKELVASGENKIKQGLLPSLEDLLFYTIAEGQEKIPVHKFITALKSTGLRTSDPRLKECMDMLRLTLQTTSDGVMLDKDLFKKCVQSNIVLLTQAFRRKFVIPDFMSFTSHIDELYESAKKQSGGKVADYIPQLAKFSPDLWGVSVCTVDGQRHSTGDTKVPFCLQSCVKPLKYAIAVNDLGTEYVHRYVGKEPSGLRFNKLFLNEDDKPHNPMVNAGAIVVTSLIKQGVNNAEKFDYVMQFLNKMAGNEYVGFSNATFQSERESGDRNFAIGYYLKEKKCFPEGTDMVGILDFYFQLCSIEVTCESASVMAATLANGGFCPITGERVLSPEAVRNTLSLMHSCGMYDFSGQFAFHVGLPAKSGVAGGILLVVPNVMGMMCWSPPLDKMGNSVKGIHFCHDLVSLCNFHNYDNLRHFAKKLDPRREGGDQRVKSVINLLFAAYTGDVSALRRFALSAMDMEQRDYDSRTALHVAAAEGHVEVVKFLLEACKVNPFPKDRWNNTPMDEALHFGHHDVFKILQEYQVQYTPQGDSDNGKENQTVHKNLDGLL
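Two-point fluorescence kinetic (t0, 30 min RT) for hKGA; glutamate detected via glutamate oxidase–HRP–Amplex Red. Substrate: 1 mM L-glutamine solution; buffer 45 mM KH2PO4, pH 8.2.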
BAZ2B block – qHTS Assay for Inhibitors of BAZ2B; 4.4% of 360,000 active; Bromodomain adjacent to zinc finger domain protein 2B (Homo sapiens), Q9UIF8; AlphaScreen BAZ2B-H3K14Ac peptide displacement; Potency, µM (doses to about 114 µM), for the others: top-dose activity change, negative = inhibition, hits mostly inhibitors; note: potency is the fitted concentration of half-maximal effect; % is set by controls: 0 for no effect and ±100 for the full control effect; nearly all actives have a fitted effect of over 60% in size
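AlphaScreen displacement of biotin-H3(5-23)K14Ac peptide (50 nM final) from BAZ2B (50 nM final) in PBS pH 7.4, 0.01% Tween-20; complex preformed 30 min RT, then compounds (top 110 uM) 30 min RT, beads 20 min dark.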
PI4K2A inh – qHTS for small molecular inhibitors of PI4K2A; activity change, negative = inhibition, % at 76.9 µM; purified PI4K2A, ADP-Glo luminescence, 1 h; hits give low values; 0.13% of 420,000 active; Phosphatidylinositol 4-kinase type 2-alpha (Homo sapiens), Q9BTU6; in the data active = activity change below about -50%; inconclusive = mostly about -30% to -49%;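 note: -100% = wells without enzyme as full effect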
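In this quantitative HTS, ADP production by PI4K2A was quantified luminescently after 1 h at ambient temperature; 100 microM adenosine served as plate-quality control.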
G9a block – qHTS Assay for Inhibitors of Histone Lysine Methyltransferase G9a; Histone-lysine N-methyltransferase EHMT2 (Homo sapiens), Q96KQ7; G9a H3K9 monomethylation, AlphaScreen, 2 h; Potency, µM (doses to about 102 µM), inactives show at the top dose activity, negative = inhibition, actives largely listed as inhibitors; 8.8% of 350,000 active; note: potency is the fitted concentration of half-maximal effect; % is set by controls: 0 for no effect and ±100 for the full control effect; nearly all actives have a fitted effect of over 75% in size
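Compounds were preincubated with 20 nM G9a for 15 min, after which biotinylated H3K9 peptide (500 nM) and SAM (20 uM) started a 2 h room-temperature reaction. Monomethylated product was quantified by antibody-based AlphaScreen chemiluminescence.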
PGK inhibitor – qHTS Assay to Find Inhibitors of Phosphoglycerate Kinase; PGK/GAPDH coupled, Kinase-Glo luminescence, 60 min; Potency, µM (highest dose often 57.5 µM), for the others: at the top dose activity change, negative = inhibition, usual class: inhibitors; 0.043% of 380,000 active; note: potency is the fitted concentration of half-maximal effect; % is set by controls: 0 for no effect and ±100 for the full control effect; nearly all actives have a fitted effect of over 60% in size
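Luminescent ATP detection (Kinase-Glo Plus) follows a 60-minute room-temperature incubation, with wells lacking PGK as controls. Buffer: 100 mM TEA (pH 7.6), 5 mM MgCl2, 0.01% Tween-20. Coupling enzyme GAPDH (100 nM final) supplies unstable 1,3-BPG in-well.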
POLH inh – qHTS for Inhibitors of Polymerase Eta | recombinant Pol eta, fluorescent DNA replication assay | Potency, µM (titrated, usually from 114 µM), for the others: at the top dose activity change, negative = inhibition, usual class: inhibitors | 1.2% of 390,000 active | DNA polymerase eta (Homo sapiens), Q9Y253; note: potency is the fitted concentration of half-maximal effect; % is set by controls: 0 for no effect and ±100 for the full control effect
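Pol eta (10 nM) was preincubated with compounds for 15 min at room temperature, after which fluorescent replication substrate (50 nM final) was added to start the reaction. Fluorescence was read kinetically at 0 and 10 min.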
JMJD2A Tudor – qHTS Assay for Inhibitors of JMJD2A-Tudor Domain; Lysine-specific demethylase 4A (Homo sapiens), O75164; AlphaScreen JMJD2A-Tudor / H3K4me3 peptide binding; Potency, µM (doses to about 114 µM), without a hit: at the top dose activity change, negative = inhibition, usual class: inhibitors; 4.4% of 390,000 active; AID 504339, 2011; note: potency is the fitted concentration of half-maximal effect; % is set by controls: 0 for no effect and ±100 for the full control effect; nearly all actives have a fitted effect of over 50% in size
Pin1 inh – qHTS Assay to Find Inhibitors of Pin1; AID 504891, 2011; Potency, µM (titrated, usually from 115 µM), inactives show top-dose activity, negative = inhibition, hits mostly inhibitors; 0.009% of 390,000 active; Pin1 FP peptide displacement, HiFluor488, 10 min; active = well fitted inhibition curve with a large enough effect in the polarisation, with a control signal flat, not every such curve was filed as active; inconclusive = small, poorly fitted or top-dose-only effect, or effect the other way, or a change in a side signal; inactive = no such curve, though single readings can be large or run the other way; the % refers to the polarisation; note: potency is the fitted concentration of half-maximal effect; % is set by controls: 0 for no effect and ±100 for the full control effect
Target sequence (Q13526 whole entry, looked up): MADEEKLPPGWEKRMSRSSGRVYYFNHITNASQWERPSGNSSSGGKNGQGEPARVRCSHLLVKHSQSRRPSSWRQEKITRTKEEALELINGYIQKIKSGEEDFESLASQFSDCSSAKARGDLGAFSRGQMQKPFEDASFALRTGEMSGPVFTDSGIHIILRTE
An asterisk follows results filed as active; i = inactive; ? = inconclusive; . = no result given; & = joins results of further samples; [ ] = another dose, or the depositor's remark. Unless noted, calls come from the whole dose curve; as a rule, active = well fitted curve in the direction sought with a large enough effect; inconclusive = small, poorly fitted or top-dose-only effect, or another doubt; inactive = no such curve, though single readings can be large; an effect the other way counts as inactive or inconclusive.

JMJD2A Tudor,GLS inh,PI4K2A inh,POLH inh,HP1b binding inh,G9a block,PGK inhibitor,Pin1 inh,BAZ2B block,SMILES
10%,-6%,-7,-21%,47%[activator],.,-4%,-2%,8%,CCCS(=O)(=O)N1CCC(C(=O)NCCCOC)CC1
-11%,1%,0,-2%,32%,?,-5%,5%,-5%,COc1cccc(OCCCCCCN2CCOCC2)c1
-29%&-18%,1%&-5%,0&3,5%&-7%,36%&22%,15%[59 µM],-2%&-2%,0%&11%,-26%&10%,Cn1c(CN2CCCCC2)nc2cc(NC(=O)c3cccc(Br)c3)ccc21
2.5µM*,9%,0,-20%,?,10µM*,8%,-9%,-34%,CC1CCCN(CCOCCSc2ccccc2)C1 (centres undefined)
-3%,-7%,-4,-4%,34%,25%,-1%,2%,0%,CCn1cnc2scc(-c3ccc(OC)cc3)c2c1=O
-16%,0%,-3,-18%,15%,-6%,0%,50%[activator],-9%,CCc1ccc(OCC(=O)N/N=C/c2cc([N+](=O)[O-])ccc2N2CCCCCC2)cc1
-9%,-6%,-1,-8%,25%,10%[59 µM],0%,1%,1%,COC(=O)CN1C(=O)COc2ccc(S(=O)(=O)N3CCCCCC3)cc21
?,13%,-10,-27%,12%,-22%[59 µM],-3%,2%,-11%,COc1ccc(C(=O)N2CC3(C)CC2CC(C)(C)C3)cc1OC (centres undefined)
14%,-1%,-3,1%,45%[activator],-1%,.,-4%,2%,O=C(CCOc1ccccc1)Nc1ccccc1F
-12%,8%,-4,-24%,37%[activator],.,-3%,18%,.,O=C(NNc1nc(N2CCCC2)nc(N2CCCC2)n1)c1ccccc1
-3%,1%,0,9%,20%,.,-6%,-2%,-1%,COc1ccc(N(CC(=O)N2CCOCC2)S(C)(=O)=O)cc1
-11%,40%[activator],-7,13%,10%,19%,.,-13%,-5%,CCC1(CC)NC(=S)N(Nc2ccccc2)C1=O
-5%,9%,3,-10%,17%[57 µM],-2%[59 µM],i,4%,-5%,CC(C)(C)C(=O)NCC(c1ccc2c(c1)OCO2)N1CCOCC1 (centres undefined)
-3%,0%,0,-21%,28%,4%[59 µM],-4%,-4%,11%,COCCNC(=O)c1cccc(C)c1[N+](=O)[O-]
2%,-11%,-3,7%,19%,20%[59 µM],11%,-6%,2%,CC(=O)c1cccc(NC(=O)NC2CC3CCCC(C2)N3CC(C)C)c1 (centres undefined)
.,0%,-2,-25%,.,.,7%,.,.,CCC(Oc1ccccc1)C(=O)OCC(=O)Nc1c(C)nn(-c2ccccc2)c1C (centres undefined)
-12%,1%,-3,-3%,32%,.,-5%,1%,-1%,CCCc1nc(SCC(=O)Nc2nnc(CC)s2)c2c(=O)n(C)c(=O)n(C)c2n1
-29%,-3%,-5,-6%,20%,-15%,-3%,4%,-1%,COc1ccc(C2=NS(=O)(=O)N(C)C(C(=O)NCc3ccc(F)cc3)=C2)cc1OC
?,5%,-1,0%,11%,16%[59 µM],-5%,-2%,-37%,Cc1cccc(C)c1NS(=O)(=O)c1ccc2c(c1)C(=O)c1ccccc1C2=O
0%,0%,3,-5%,56%[activator],45µM*,-7%,?,-4%,CCCCCC(=O)NC(=S)NC1C2CC3CC(C2)CC1C3 (centres undefined)
-19%,?,-5,-16%,30%,5%,i,-12%,-1%,O=C(CSCc1cc(=O)[nH][nH]1)Nc1ccc(F)cc1
-18%,-2%,1,-9%,18%,-7%[59 µM],1%,18%,4%[57.1 µM],CCc1ccc(NC(=O)c2cnn(-c3c(C)cccc3C)c2C2CCN(C(=O)OC(C)(C)C)CC2)cc1
-7%,5%,-2,1%,25%,9%[12.7 µM],-5%,?,-8%,Cc1cc(C)c2c(=O)[nH]c(SCC(=O)c3ccc(C(C)C)cc3)nc2n1
-18%,14%,-3,-7%,-1%,-2%[59 µM],-1%,1%,-16%,COC(=O)CC1Oc2ccc(F)cc2-n2cc(-c3ccc(C)cc3)nc21 (centres undefined)
-16%,1%,-8,-12%,34%[activator],-47%,-2%,-1%,10%,Cc1cccc(NC(=S)N(Cc2cccc(Br)c2)CC2CCC(C(=O)O)CC2)c1 (centres undefined)
-20%,5%,-2,-13%,22%,-18%[59 µM],-5%,18%,-22%,Cc1ccc(-c2nc(CSc3nc4ccccc4c(=O)n3CCO)cs2)cc1
?,0%,1,2%,23%,?,13%,34%[activator],?,Cc1cc(C)c2c(CN3CCN(C/C=C/c4ccccc4)CC3)cc(=O)oc2c1
-10%,-2%,1,-18%,24%,-6%[2.33 µM],i,8%,2%,O=C(CNc1cccc(S(=O)(=O)N2CCOCC2)c1)Nc1cccc(Br)c1
?,-11%,0,-9%,?,.,-7%,-3%,.,O=C1CCC(C(=O)Nc2cccc(S(=O)(=O)Nc3ccccc3F)c2)=NN1
-10%,1%,3,-2%,32%,18%,8%,1%,-18%,Cc1ccc(NC(=O)CSCc2cc(=O)n3ccsc3n2)cc1

Marked active in JMJD2A Tudor, of those listed so far:
JMJD2A Tudor,GLS inh,PI4K2A inh,POLH inh,HP1b binding inh,G9a block,PGK inhibitor,Pin1 inh,BAZ2B block,SMILES
2.5µM*,9%,0,-20%,?,10µM*,8%,-9%,-34%,CC1CCCN(CCOCCSc2ccccc2)C1 (centres undefined)

(continued)
JMJD2A Tudor,GLS inh,PI4K2A inh,POLH inh,HP1b binding inh,G9a block,PGK inhibitor,Pin1 inh,BAZ2B block,SMILES
-11%,3%,2,-8%,43%,.,-2%,-8%,?,CCC(C)(C)NC(=O)C(OC(=O)c1ccco1)c1ccccc1F (centres undefined)
-5%,19%,-5,-12%,37%,-9%[59 µM],1%,1%,0%,O=C(Nc1ccccc1)C1=C[C@H](C2CC2)C[C@H](OCCCCO)O1
-17%,0%,-1,-19%,16%,?,0%,5%,-9%,CCOC(=O)[C@H]1[C@H]2COc3cc(OC)ccc3[C@@H]2N2C(=O)N(c3cccc(Cl)c3)C(=O)[C@@]12C
-24%,5%,5,-11%,5%,-38%,2%,45%[activator],4%,COc1ccc(S(=O)(=O)N2CCOCC2)cc1NC(=O)CCOc1ccc(C(C)(C)C)cc1
-13%,-3%,-6,-14%,62%[activator],5%[12.7 µM],i,-2%,-3%,COc1cc2c(cc1OC)C(=O)Cc1ccc3c(c1CN(C)CC2)OCO3
-13%,4%,-3,-4%,23%[57 µM],1%[59 µM],-5%,14%,2%,CC1CCN(S(=O)(=O)c2ccc3c(ccc(=O)n3CC(=O)NCc3ccc(Cl)cc3)c2)CC1
0%,-1%,-6,-5%,55%[activator],5%[0.501 µM],-11%,22%,6%,COc1ccc(C)cc1NC(=O)c1cccc(C(=O)Nc2cc(C)ccc2OC)c1
14%,-3%,3,-13%,34%,15%[59 µM],i,-8%,-4%,CCOC(=O)C(NC(C)=O)(Nc1ccc(S(=O)(=O)Nc2ccncn2)cc1)C(F)(F)F (centres undefined)
?,9%,0,3%,?,3.5µM*,-7%,-7%,?,S=c1[nH]nc(COc2ccc(Cl)cc2)n1Cc1ccco1
-23%,1%,-9,-11%,14%,25%[2.33 µM],2%,4%,16%,CS(=O)(=O)c1ccc(C(=O)Nc2cc(-c3ccccc3)nn2-c2ccccc2)cc1
-10%,1%,-2,-13%,17%,3%[59 µM],i,-2%,-2%,COC(=O)c1ccccc1NC(=O)c1cc(-c2ccc(Cl)cc2)on1
-8%,-13%,-9,-13%,34%[activator],.,i,0%,.,O=C(COc1ccc(Cl)cc1)NNC(=O)c1ccc(=O)[nH]c1
?,6%,-5,-10%,2%,.,i,-8%,-6%,CS(=O)(=O)c1ccccc1C(=O)Nc1nc2ccccc2[nH]1
-4%,-10%,3,-12%,46%[activator],1%,-3%,1%,2%,COc1ccc(CCC(=O)NNC(=O)c2cc(Cl)ccc2OC)cc1
-6%,-5%,0,-8%,25%,42%[activator],-10%,6%,-19%,COc1ccccc1/C=C1\SC(=S)N(CC(=O)NC2CCS(=O)(=O)C2)C1=O (centres undefined)
-3%,-4%,0,-10%,23%,4%[59 µM],3%,0%,2%,CCOc1ccc(CCNC(=O)Cn2c(C)c3cnn(-c4ccccc4)c(=O)c3c2C)cc1
?,23%,1,-14%,1%,?,-7%,-11%,-25%,CCCOc1ccc(C(=O)NNC(=S)NC(=O)c2ccccc2)cc1
-3%,0%,2,-22%,29%,7%[0.501 µM],0%,1%,6%,CCCCN(C(=O)c1[nH]c(C)c(C(C)=O)c1C)c1c(N)n(CCCC)c(=O)[nH]c1=O

Two compounds drawn at random from the list so far:
JMJD2A Tudor,GLS inh,PI4K2A inh,POLH inh,HP1b binding inh,G9a block,PGK inhibitor,Pin1 inh,BAZ2B block,SMILES
-17%,0%,-1,-19%,16%,?,0%,5%,-9%,CCOC(=O)[C@H]1[C@H]2COc3cc(OC)ccc3[C@@H]2N2C(=O)N(c3cccc(Cl)c3)C(=O)[C@@]12C
-13%,-3%,-6,-14%,62%[activator],5%[12.7 µM],i,-2%,-3%,COc1cc2c(cc1OC)C(=O)Cc1ccc3c(c1CN(C)CC2)OCO3

Some of the compounds tested. The share of hits here may be higher or lower than overall.
